PPC-1+TRAIL kill: compounds killing PPC-1 cancer cells with TRAIL present, primary screen, TRAIL potentiator project, ATPLite luminescence, uHTS; PPC-1 cells + TRAIL, ATPLite viability luminescence; cell killing (% activity), % at 4 µM; hit rate 0.41% among 220,000;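 active means cell killing above 50% in the first pass at 4 µM, then a duplicate retest at 5 µM averaging 50% or more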;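 further: plate controls were cells with TRAIL plus DMSO for no effect and medium-only wells lacking cells for full effect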
TNF death inh: inhibitors of TNF-alpha triggered necroptosis, primary screen, cell-based, Jurkat FADD-/-, single concentration; Jurkat FADD-/- TNF necroptosis rescue, ATP luminescence, 24 h; 0 = TNF only, 100 = no-TNF cells; activation (protection from cell death), % at 10 µM; hit rate 0.068% among 220,000; AID 463075, 2010;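 active means activation, meaning protection from cell death, of at least 50% relative to plate controls; inactive means activation below 50%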;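 further: necroptosis triggered by 40 ng/mL TNF-alpha added together with compound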
RBBP9 inhibitor: human RBBP9 inhibitors, primary screen, biochemical, fluorescence polarization, FP-Rh probe, HTS. hit rate 0.2% among 220,000. recombinant RBBP9. AID 1515, 2009. inhibition, % at 7.94 µM. Serine hydrolase RBBP9 (Homo sapiens), O75884;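 active means inhibition above the campaign mean of all tested compounds plus 3 SD, cut at about 14% in these data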;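 further: plate controls were DMSO wells with RBBP9 for no effect and wells lacking RBBP9 protein for full effect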
Target sequence (O75884 whole entry, looked up): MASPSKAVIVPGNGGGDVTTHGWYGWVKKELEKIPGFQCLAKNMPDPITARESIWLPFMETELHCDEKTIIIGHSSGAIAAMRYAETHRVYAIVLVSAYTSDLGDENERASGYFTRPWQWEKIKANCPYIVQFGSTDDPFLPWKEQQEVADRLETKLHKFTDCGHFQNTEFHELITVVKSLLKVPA
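System: RBBP9 protein / Quantity: 2.5 µM RBBP9 dispensing solution, before mixing / Also added: Serine-hydrolase probe FP-Rh, 375 nM pre-mixing / Dosing: 7.94 µM single dose, 0.794% DMSO / Timing: enzyme-compound preincubation 30 min, then probe labeling 45 min, 25 °C / Signal: FP readout at 525/598 nm / Controls: DMSO-treated enzyme wells and wells lacking RBBP9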
CHOP inhibitor: inhibitors of CHOP promoter induction, primary screen, cell-based, unfolded protein response, luciferase reporter | CHO-K1 CHOP-promoter luciferase, tunicamycin-induced, 15-18 h | inhibition, % at 10 µM | hit rate 3.8% among 220,000 | AID 2732, 2010;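 active means compounds that reduced the stress-induced luciferase reporter signal by more than about 70% of percent inhibition, limit read from the data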;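 further: 0% = tunicamycin plus vehicle and 100% = wells without tunicamycin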
TRPML3 agonist: human TRPML3 channel agonists, primary screen, cell-based, HEK293 TRPML3-YFP, Fluo-8 calcium fluorescence, 3 µM. Mucolipin-3 (Homo sapiens), Q8TDD5. 100% = the carbachol control signal. activation, % at 3 µM. hit rate 0.29% among 220,000. AID 1448, 2008;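 active means activation above its plate's cutoff, the mean activation of the plate's test wells plus 3 SD, cut at about 12% in these data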;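 further: 0% = DMSO only wells and 100% = carbachol wells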
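Test system: TRPML3-YFP stable HEK293 cells. Doses: single point at 3 µM. Incubation: dye loading 1 h 37 °C then 30 min ambient, 125 s read. Signal: Fluo-8 calcium dye fluorescence, ex 470-495, em 515-575 nm. Measure: percent activation from peak-to-basal fluorescence ratio, scaled between DMSO and carbachol.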
TRPN1 ag: zebrafish TRPN1 channel agonists, primary screen, cell-based, HEK293, calcium fluorescence | AID 1424, 2008 | activation, % at 3 µM | transient receptor potential cation channel N1 (TRPN1/NompC), Danio rerio | hit rate 0.18% among 220,000 | HEK293 zebrafish TRPN1-YFP, Fluo-8 calcium fluorescence; 100% = response to 87 µM carbachol;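 active means activation above its plate's cutoff, the mean activation of test wells on that plate plus 3 SD, cut at about 19% in these data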;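 further: 0% = DMSO alone and 100% = 87 µM carbachol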
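Material: zebrafish TRPN1-YFP in HEK293 cells; Doses: single test compound dose, 3 µM nominal, 0.3% DMSO; Timing: dye loading 1 h at 37 °C, then 30 min room temperature; Technique: intracellular calcium fluorescence with Fluo-8; Benchmarks: high carbachol 87 µM, low DMSO alone.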
Wee1 stabilizer: Wee1 degradation inhibitors, primary screen, cell-based, HeLa, Wee1K328M-luciferase, luminescence; HeLa Luc-Wee1K328M stability; 100% = proteasome inhibitor MG132 effect; reporter increase, % at 5 µM; hit rate 1.2% among 220,000; AID 1321, 2008;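 active means activation above the mean of all tested compounds plus 3 SD, set per screening run, cut at about 8.8% in these data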;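 further: cells exposed to compound for 20 h before luminescence read; 0% = DMSO alone and 100% = MG132 at 30 µM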
Target sequence (P30291 whole entry K328M): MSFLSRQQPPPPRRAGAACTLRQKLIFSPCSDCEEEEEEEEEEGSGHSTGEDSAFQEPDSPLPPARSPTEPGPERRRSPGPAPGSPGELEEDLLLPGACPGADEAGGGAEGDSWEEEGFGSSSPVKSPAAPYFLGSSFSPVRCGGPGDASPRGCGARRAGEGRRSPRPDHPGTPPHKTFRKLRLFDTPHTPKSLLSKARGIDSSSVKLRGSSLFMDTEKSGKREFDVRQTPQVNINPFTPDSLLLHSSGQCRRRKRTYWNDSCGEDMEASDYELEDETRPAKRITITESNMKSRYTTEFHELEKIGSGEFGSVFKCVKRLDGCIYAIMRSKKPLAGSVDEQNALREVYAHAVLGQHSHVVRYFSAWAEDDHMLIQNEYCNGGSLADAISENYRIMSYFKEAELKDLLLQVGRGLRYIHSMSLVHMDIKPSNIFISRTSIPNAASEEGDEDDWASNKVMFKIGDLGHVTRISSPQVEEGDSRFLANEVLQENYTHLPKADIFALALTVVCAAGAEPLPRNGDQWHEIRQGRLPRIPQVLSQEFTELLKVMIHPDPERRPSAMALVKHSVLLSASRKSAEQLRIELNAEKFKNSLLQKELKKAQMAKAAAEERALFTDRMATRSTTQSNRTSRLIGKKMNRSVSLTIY
BaF3 parental: parental Ba/F3 cell viability inhibition, counter-screen for JAK2V617F inhibitor project, murine pro-B, CellTiter-Glo luminescence; CellTiter-Glo ATP luminescence; inhibition, % at 5.6 µM; hit rate 1.1% among 220,000; AID 1486, 2009;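 active means inhibition above a per-campaign cutoff, the mean inhibition of all tested compounds plus 3 SD, cut at about 27% in these data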;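 further: 0% = DMSO wells and 100% = JAK Inhibitor I control wells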
Ba/F3 V617F tox: reduced viability of JAK2V617F-dependent Ba/F3 cells, primary screen, JAK2V617F inhibitor project, cell-based, Ba/F3 EpoR-JAK2V617F, luminescence; ATP luminescence; inhibition, % at 5.6 µM; hit rate 1.1% among 220,000; AID 1446, 2008;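 active means inhibition above the campaign mean plus 3 SD over all tested compounds, cut at about 24% in these data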;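 further: cytokine-independent growth of Ba/F3 cells driven by EpoR plus mutant JAK2; 0% = DMSO-treated cells and 100% = JAK inhibitor I control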
* marks the source's active call; other numbers are inactive results; / = no result given. Rows are unselected. About 6.8% of those tested had a hit in this group.

SMILES	PPC-1+TRAIL kill	TNF death inh	RBBP9 inhibitor	CHOP inhibitor	TRPML3 agonist	TRPN1 ag	Wee1 stabilizer	BaF3 parental	Ba/F3 V617F tox
COc1ccccc1N1C(N)=NC(N)=NC1(C)C	18.6	0.3	1.4	-15.4	0.5	-0.6	2.5	16.6	20.4
Cc1cccc(C(=O)N[C@H](C(=O)Nc2nc3ccc(S(C)(=O)=O)cc3s2)C(C)C)c1	-15.5	-0.7	-6.4	14.6	0.0	-0.8	-1.4	13.2	5.8
C#CC[N+](C)(C)C(C#Cc1ccccc1)CC=C (stereo not given)	-2.2	-3.0	-0.5	-29.8	1.0	0.9	4.4	47.9*	26.1*
Cc1onc2c(=O)n(-c3ccccc3)nc(-c3ccccc3)c12	-1.9	-1.2	-0.2	12.8	-0.6	-2.1	-3.0	-0.3	-3.0
OCC1(Cc2ccccc2)CCN(Cc2ccc(C(F)(F)F)cc2)CC1	6.9	0.8	-1.3	41.9	1.8	4.3	1.7	6.9	1.3
Cc1ccc(-c2csc(NC(=O)Cn3cnc4c3c(=O)n(C)c(=O)n4C)n2)cc1C	2.6	-0.1	-0.1	2.1	0.2	-0.1	-2.2	18.0	1.9
O=[N+]([O-])c1ccccc1OCc1nc(-c2cccs2)no1	17.6	2.5	-3.5	-5.2	0.0	-1.9	5.3	-1.4	-6.1
Cc1cccc(NC(=O)COn2nnc3ccc(S(C)(=O)=O)cc32)c1	30.0	0.4	-8.6	3.9	0.5	0.0	-1.1	7.2	-0.8
COc1ccc(N(C(=O)C2CCCCC2)S(=O)(=O)c2cccc3cccnc23)cc1	-8.0	-0.2	-3.7	12.5	-0.4	-2.4	0.7	9.7	5.0
Cc1ccc(N2C(=O)c3ccc(C(=O)N4CCN(c5ccccc5F)CC4)cc3C2=O)cc1	3.1	0.6	-6.3	49.5	0.6	-0.2	-0.1	7.0	-1.4
CN1C(=O)CC(C(=O)O)SC1=Nc1cc(Cl)cc(Cl)c1 (stereo not given)	13.9	0.0	-5.7	-3.9	0.7	1.4	2.6	1.9	-0.4
Cc1nc2ncnn2c(C)c1CCC(=O)Nc1ccc(S(=O)(=O)N2CCCCCC2)cc1	29.7	-1.2	0.2	17.1	0.7	-0.3	-0.2	-1.7	-2.9
Clc1ccccc1-c1cc(COc2ccc3ccccc3c2)no1	0.2	-1.7	-2.4	-26.6	0.7	0.6	-4.8	1.7	-3.3
CCOC(=O)C(c1ccccc1)C(Nc1cc(C(F)(F)F)cc(C(F)(F)F)c1)c1ccccn1 (stereo not given)	-6.1	1.6	1.4	46.8	0.7	-0.5	-0.3	-3.5	0.5
CCCCN(C)Cc1c(C)[nH]c2ccc(Cl)cc2c1=O	9.9	1.6	-2.3	-4.7	0.6	-0.8	3.6	3.4	1.2
O=C(CN1CCCC1)N/N=C/c1ccc(-c2cccc(Cl)c2)o1	43.0	-4.3	-1.9	-5.5	0.7	3.4	0.6	-0.4	0.8
O=C(CCc1[nH]c2ccccc2c1Sc1ccccc1)N(CCO)CCO	6.9	0.2	0.4	0.7	1.1	2.3	1.2	5.9	0.5
CCn1cc(C(=O)O)c(=O)c2cc(Br)ccc21	-0.6	0.4	0.2	-39.7	-0.2	-1.4	-2.6	3.0	-5.8
NS(=O)(=O)c1cccc(NC(=O)COC(=O)c2cc(-c3ccc(Cl)cc3)nc3ccccc23)c1	-9.6	1.0	-51.1	20.9	0.5	-0.2	9.0*	3.4	-1.9
Cc1ccsc1C(=O)NNC(=O)Nc1ccc(Cl)c(Cl)c1	-9.3	0.3	-9.9	9.9	-0.1	1.7	0.7	1.1	-1.7

Brought forward from above: 2 entries, followed by the next part.
SMILES	PPC-1+TRAIL kill	TNF death inh	RBBP9 inhibitor	CHOP inhibitor	TRPML3 agonist	TRPN1 ag	Wee1 stabilizer	BaF3 parental	Ba/F3 V617F tox
NS(=O)(=O)c1cccc(NC(=O)COC(=O)c2cc(-c3ccc(Cl)cc3)nc3ccccc23)c1	-9.6	1.0	-51.1	20.9	0.5	-0.2	9.0*	3.4	-1.9
Cc1ccsc1C(=O)NNC(=O)Nc1ccc(Cl)c(Cl)c1	-9.3	0.3	-9.9	9.9	-0.1	1.7	0.7	1.1	-1.7
O=C(Nc1ccc2nc3n(c(=O)c2c1)CCCCC3)c1ccccc1Cl	-9.5	1.8	-3.2	-7.2	1.0	1.2	0.4	-2.0	-4.4
COc1cccc(-n2c(=O)[nH]cc(C(=O)Nc3ccc4c(c3)OCCO4)c2=O)c1	-15.5	-0.7	-5.4	10.1	0.8	0.8	0.9	0.4	-4.0
O=C(NCc1ccco1)c1cnc2n(c1=O)CCS2	-15.3	-1.1	-6.7	/	0.0	-0.4	-1.0	5.8	1.1
Cc1c(Cl)cccc1NC(=O)Nc1ccccc1C(N)=O	3.3	-3.2	-5.7	62.0	0.3	1.3	-1.8	1.4	2.6
O=C(c1cc2nc(-c3ccc(F)cc3)cc(C(F)(F)F)n2n1)N1CCCCC1c1cccnc1 (stereo not given)	15.4	-14.6	-1.4	72.9*	1.2	1.5	-2.9	6.1	0.7
CC(C)[C@H](NC(=O)NC1CCCc2ccccc21)C(=O)O (stereo not given in full)	-6.1	1.1	-2.4	26.3	0.6	1.5	-2.0	-4.6	-1.8
Cc1ccc(C(O)c2nc3ccccc3n2C(C)C)cc1 (stereo not given)	8.5	-1.1	-4.7	47.5	-0.1	1.6	-1.1	6.2	-1.3
Cc1ccc(C(OCC(O)CN2CCCCC2CO)c2ccccc2)cc1 (stereo not given)	17.6	3.1	-6.0	-3.3	0.8	0.4	2.0	-0.3	-3.3
CCOc1ccc(N(CC(=O)NCc2ccc(F)cc2)S(=O)(=O)c2c(C)noc2C)cc1	13.8	0.0	-6.7	26.6	-0.1	-0.5	0.1	2.5	-0.4
CCOC(=O)c1cn2ccc(C)cc2n1	-11.0	-0.5	-3.6	-5.9	0.0	0.2	0.0	4.3	-2.6
Nc1nnnn1/N=C/C=C/c1ccccc1	-4.5	0.1	-9.4	-29.1	-0.2	0.2	0.2	6.4	-1.3
CC(C)n1nc(C(=O)Nc2nc3ccccc3[nH]2)c2ccccc2c1=O	10.4	0.7	-8.4	6.5	-0.1	0.1	4.0	3.1	2.4
Cc1ccc(O)c(C(=O)/C=C/c2ccc3c(c2)OCCO3)c1	-4.1	-4.1	-0.8	-44.1	0.1	-0.6	-1.4	7.8	4.2
CN=C1CC(SC)=C1c1ccc(C)cc1	7.3	-0.3	-7.1	25.7	0.7	0.8	3.5	3.6	2.4
COC(=O)[C@@]1(Cc2ccccc2)[C@H]2c3cc(C(=O)N4CCCC4)n(CCSCCO)c3C[C@H]2CN1C(=O)c1ccccc1	16.6	-1.4	-9.4	15.5	0.4	2.1	-4.2	2.9	1.6
CC(=O)NC1CC2CCCC(C1)N2C(=O)Nc1ccccc1 (stereo not given)	6.2	-0.2	0.2	2.7	0.1	-1.1	-1.6	-2.5	-0.2
O=C(O)CCc1ccc(-c2ccc(F)cc2)n1Cc1ccco1	11.4	-0.8	-4.8	13.7	0.3	0.3	0.8	1.0	4.6
CCOc1ccccc1-n1nnnc1SCc1nc2ccccc2s1	-2.9	-0.6	1.8	6.3	-0.1	1.3	-1.9	2.3	-1.8
Nc1c(S(=O)(=O)c2ccccc2)c2nc3ccccc3nc2n1Cc1ccco1	22.6	-2.3	-11.4	60.6	3.3	2.0	-0.3	7.7	-1.1
CN(C)CC(=O)N1CCc2ccccc2C1	/	0.3	-11.5	-14.2	0.9	1.1	0.7	5.7	-0.1
CCNC(=O)CSc1nc2cc([N+](=O)[O-])ccc2n1-c1cccc(C(F)(F)F)c1	16.7	3.4	-7.8	15.9	0.3	0.7	1.7	4.9	-1.1
O=S(=O)(c1ccc2ccccc2c1)N1CCCCCC1	/	1.9	-4.0	21.0	80.5*	-1.7	-2.0	5.3	-0.5
Cc1c(C(=O)c2ccc(F)cc2)c2ccccn2c1CCc1ccccn1	23.6	-0.5	-0.3	28.7	-0.8	-0.5	-1.7	6.9	3.5
N#C/C(=C(/O)CSc1nnc(Cc2cccs2)n1C1CCCCC1)c1nc2ccccc2[nH]1	20.8	3.8	0.4	21.1	0.1	-1.8	1.9	3.6	-3.1
Cc1nc2ccccc2c(=O)n1NC(=O)C1CC1	-9.8	-0.3	-0.8	-9.9	1.0	1.0	1.2	4.4	0.1
CN(CCCNC(=O)Cn1cccc1C(=O)c1ccccc1)C1CCCCC1	16.8	-0.1	3.4	3.3	0.7	0.3	2.3	3.7	0.1
FC(F)(F)c1cccc(-c2nc(COc3ccc(Cl)cc3Cl)no2)c1	12.0	0.2	-3.4	-14.1	0.8	1.2	1.9	-1.1	0.3
COc1ccc(N=Cc2c(O)cc(C)oc2=O)cc1	9.8	-0.9	9.9	-4.3	0.7	1.9	-2.3	5.2	1.7
COc1cccc(CC(NC(C)=O)C(=O)NC2CCN(c3nc(C)cc(C)c3C#N)CC2)c1 (stereo not given)	1.2	-3.7	0.8	-2.7	-0.1	1.8	0.5	3.6	-1.8
Cc1c(C(=O)N2CCCc3ccccc32)oc2ccc(S(=O)(=O)N3CCOCC3)cc12	23.5	0.7	0.5	5.7	-0.4	1.9	-0.8	5.9	4.6
O=C(NC(=O)N1CCN(c2ccc([N+](=O)[O-])cn2)CC1)c1c(Cl)cccc1Cl	-15.2	0.3	1.7	-6.8	-0.7	1.4	0.6	3.0	-1.4
COC(=O)CSc1nnnn1-c1cccc2ccccc12	7.8	-1.4	0.3	0.9	-0.5	-0.4	2.6	0.8	-5.1
COc1ccccc1C(=O)Oc1ccc(N2C(=O)CCC2=O)cc1	-6.3	-2.0	-1.0	9.4	1.3	1.3	-3.3	2.5	-1.6
Cc1cc(C)n(Cc2ccc(C(=O)Nc3cccc(Br)c3)o2)n1	6.3	2.5	-5.6	25.3	-1.5	-3.3	1.3	3.5	-3.4

Compound activity deposited in PubChem BioAssay by several laboratories.
